LGR2 antag: inhibitors of bursicon-induced LGR2 CRE-luciferase signal, primary screen, cell-based, HEK293, CRE-luciferase reporter, bursicon stimulation; Drosophila bursicon receptor LGR2 (rickets); bursicon-stimulated, 4 h; inhibition, % at 9.99 µM; 0.35% of 380,000 active;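 active = drop in luminescence signal, shown as inhibition above about 50% in the replicate tests, limit read from the data, passing the limit was not always enough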;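 note: agonist challenge used bursicon conditioned medium at about half maximal strength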
Cneo AK release: Cryptococcus neoformans cell lysis inducers, primary screen, AK release luminescence, single concentration; C. neoformans lysis, adenylate kinase release luminescence, 4 h; normalised: neutral wells 0, clomiphene wells 100; lysis activity, % at 15 µM; 0.2% of 360,000 active; AID 651654, 2012;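 active = mean lysis activity across replicates of at least 80%, whatever share of replicates individually reach that level; inactive = mean lysis activity below 80%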
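Material – Cryptococcus neoformans yeast cells · Quantity – 5 × 10^6 yeast cells/mL · Buffer or medium – YPD medium · Compound – single dose · Timing – 4 h static compound exposure, 37 °C, read 1 h post-reagent · Signal – adenylate kinase release luminescence · Read-out basis – lysis from increased AK signal · Benchmarks – Clomiphene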
ARNT-TACC3 inh: disruptors of ARNT/TACC3 protein interaction, primary screen, biochemical, AlphaScreen, single concentration; Transforming acidic coiled-coil-containing protein 3 (Homo sapiens), Q9Y6A5; AlphaScreen His-ARNT PAS-B/GST-TACC3 binding, luminescence; TACC3 fragment carries E629A point mutation; inhibition, % at 9.99 µM; 0.66% of 390,000 active; AID 623870, 2012;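 active = mean inhibition of replicates at least 50% and at least half of replicates each reaching 50%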;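 note: 0% = complete ARNT plus TACC3 wells and 100% = ARNT alone without TACC3; many hits fall short of the cut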
Statin myotox sup: suppressors of statin myotoxicity in C2C12 myotubes, primary screen, cell-based, single point, plate reader; C2C12 myotubes + simvastatin, ATP luminescence, 48 h; scaled: DMSO 0, geranylgeraniol control 100; rescue of ATP level, % at 7.49 µM; 0.78% of 330,000 active;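 active = mean ATP rescue above about 67%, or every replicate alone reaching that limit, limit read from the data, passing the limit was not always enough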;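 note: myotubes were challenged with 10 µM simvastatin during compound exposure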
PglD DTNB: C. jejuni PglD acetyltransferase inhibitors, primary screen, biochemical, DTNB colorimetric, single point; UDP-N-acetylbacillosamine N-acetyltransferase PglD (Campylobacter jejuni); purified PglD enzyme, DTNB colorimetric CoA detection; inhibition, % at 12.5 µM; 0.098% of 360,000 active; in the data active = inhibition above about 16%, passing the limit was not always enough; note: strong numbers were not always called active
PGC1a acetyl inh: inhibitors of PGC1a acetylation signal, primary screen, cell-based, U2OS, AlphaScreen, inhibitor mode; 0.17% of 350,000 active; AID 651687, 2012; inhibition, % at 15.6 µM; AlphaScreen anti-acetyl-lysine; with virally co-expressed GCN5 acetyltransferase;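 active = every replicate shows inhibition of at least 40%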;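 note: 0% = neutral control wells and 100% = positive control wells; some results beyond the cut were filed as inactive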
INS-1E GSIS act: GLuc luminescence reporter in INS-1E cells, primary screen for activators of glucose-dependent secretion of insulin. INS-1E GLuc reporter insulin secretion, 2-3 h. activation, % at 16.6 µM. 0.61% of 370,000 active. AID 743287, 2014;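 active = lowest replicate activation of at least 40%, so every replicate reaches that level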;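 note: 0% = median of neutral control wells and 100% = median of IBMX positive control wells; some compounds called inactive have numbers as strong as hits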
PAX8 inh HTS: inhibitors of PAX8-driven TPO luciferase reporter, primary screen, RMG-I cells, single concentration; SteadyGlo, 24 h; inhibition, % at 12.6 µM; 1.2% of 360,000 active; AID 652154, 2013;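 active = mean replicate inhibition at least 60% with every replicate also reaching 60%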;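 note: luciferase light reporting Pax8 driven TPO promoter activity; plate controls were median of neutral control wells for no effect and mitoxantrone controls for full effect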
* hit, by the source's call; · = not tested or not shown.

nr	mol	LGR2 antag	Cneo AK release	ARNT-TACC3 inh	Statin myotox sup
1	CSCCC(NC(=O)c1ccco1)C(=O)NCCc1ccc(F)cc1 (stereo unspecified)	4	-2	2	8
2	CC(C)Cc1ccc(-c2ccc3nccn3c2)cc1	·	8	·	3
3	Cc1ccc(S(=O)(=O)N(C)C[C@@H]2Oc3cc(C4=CCCC4)ccc3S(=O)(=O)N([C@H](C)CO)C[C@@H]2C)cc1	-13	-4	-10	-36
4	COc1cc(O)c(NC(C)=O)c2nonc12	19	-2	0	10
5	O=C(Nc1cccc(Cl)c1)N1C[C@@H]2[C@H](c3ccccc31)[C@@H](CO)N2C(=O)C1CCCC1	-1	1	-7	-7
6	CCCCOc1ccc(Cl)cc1CSc1n[nH]c(C)n1	-7	-9	-9	5
7	C/C(CC(=O)Nc1ccccn1)=N\NC(=O)c1ccc([N+](=O)[O-])cc1Cl	9	0	20	12
8	Cc1ccc(S(=O)(=O)Nc2ccc3c(c2)C(=O)N([C@H](C)CO)C[C@H](C)[C@H](CN(C)C)O3)cc1	3	2	-5	-8
9	Oc1[nH]c2ccccc2c1C=Nc1ccccc1	-69	-3	5	31
10	COc1ccc(-n2nnc3c(=O)n(CC(=O)NCC4CCCO4)cnc32)cc1 (stereo unspecified)	·	1	10	40
11	Cc1cc(OCC(=O)N2CCCC2)cc(C)c1Cl	·	-3	-6	32
12	Cc1ccc(CNC(=O)COC(=O)c2cncc(Br)c2)cc1	19	0	20	-6
13	COc1cc(C2/C(=C(/O)c3ccc(OCC(C)C)cc3)C(=O)C(=O)N2CCN(C)C)ccc1O (stereo unspecified)	-1	0	-1	3
14	COc1ccc(S(=O)(=O)NCc2ccco2)c2ccccc12	-20	1	-1	12
15	Cc1nn(C(C)C(=O)NCCCN2CCCC2)c(=O)c2nn(-c3ccccc3)c(C)c12 (stereo unspecified)	10	3	5	2

nr	PglD DTNB	PGC1a acetyl inh	INS-1E GSIS act	PAX8 inh HTS
1	3	·	·	-9
2	4	9	·	-146
3	0	-25	7	67*
4	-3	8	0	·
5	-3	-7	1	3
6	1	8	-25	·
7	-1	-2	15	-7
8	2	5	7	0
9	0	-9	-10	-96
10	0	-8	-7	·
11	-2	-8	·	-2
12	5	-11	10	-3
13	1	24	-5	·
14	4	-8	9	·
15	-8	-3	-15	5

Record cards (already shown):
Oc1[nH]c2ccccc2c1C=Nc1ccccc1 is listed with LGR2 antag: -69; Cneo AK release: -3; ARNT-TACC3 inh: 5; Statin myotox sup: 31; PglD DTNB: 0; PGC1a acetyl inh: -9; INS-1E GSIS act: -10; PAX8 inh HTS: -96
COc1cc(C2/C(=C(/O)c3ccc(OCC(C)C)cc3)C(=O)C(=O)N2CCN(C)C)ccc1O (stereo unspecified) is listed with LGR2 antag: -1; Cneo AK release: 0; ARNT-TACC3 inh: -1; Statin myotox sup: 3; PglD DTNB: 1; PGC1a acetyl inh: 24; INS-1E GSIS act: -5; PAX8 inh HTS: ·
Cc1nn(C(C)C(=O)NCCCN2CCCC2)c(=O)c2nn(-c3ccccc3)c(C)c12 (stereo unspecified) is listed with LGR2 antag: 10; Cneo AK release: 3; ARNT-TACC3 inh: 5; Statin myotox sup: 2; PglD DTNB: -8; PGC1a acetyl inh: -3; INS-1E GSIS act: -15; PAX8 inh HTS: 5

Carrying on:
nr	mol	LGR2 antag	Cneo AK release	ARNT-TACC3 inh	Statin myotox sup
16	COc1ccc(/C=C/C(=O)c2ccc3c4c(cccc24)CC3)cc1OC	-22	·	16	·
17	COc1ccc(NC(=O)N(C)C[C@H]2OCc3cnnn3CCCC(=O)N([C@H](C)CO)C[C@H]2C)cc1	-9	-4	-7	-6
18	O=P(Cc1cc(Br)cc(Br)c1OCCO)(c1ccccc1)c1ccccc1	24	·	-5	·
19	COc1ccc(OC)c(NC(=O)Cn2cnc3c(cnn3-c3ccccc3)c2=O)c1	1	1	·	9
20	COc1ncnc2c1ncn2CCCNCCN1CCOCC1	3	7	·	16
21	COc1ccc(Cl)cc1S(=O)(=O)N1CCCC(C(=O)N2CCOCC2)C1 (stereo unspecified)	-13	2	20	4
22	Cc1cc2c(OCC(O)CNCc3ccco3)cccc2[nH]1 (stereo unspecified)	4	1	·	23
23	COC(=O)COc1nc(C)c2c(c1C#N)CC(C)(C)OC2	·	-2	-3	-1
24	COc1cccc2c(Nc3ccccc3C)cc(C)nc12	-5	1	12	-33
25	Cc1cc(N2CCN(S(=O)(=O)c3ccccc3)CC2)c2ccccc2n1	·	0	20	3
26	CCCn1c(SCC(=O)NCc2ccco2)nc2c1c(=O)n(C)c(=O)n2C	·	-3	1	4
27	Cc1ccc(S(=O)(=O)N2CCC(=O)N(CCOCc3cccc(C)c3)CC2)cc1	·	-1	-4	6
28	Cc1nnsc1C(=O)NC1CCCc2c1cnn2-c1cc(F)cc(F)c1 (stereo unspecified)	-23	-3	3	3
29	CCCC#Cc1cnc2c(c1)C(=O)N([C@H](C)CO)C[C@@H](C)[C@@H](CN(C)C(=O)c1cccc(F)c1)O2	-5	-2	-4	1
30	CC(=O)N1C(c2ccccc2O)C[C@]2(C)CC(=O)NC12 (stereo partly specified)	10	·	·	·

nr	PglD DTNB	PGC1a acetyl inh	INS-1E GSIS act	PAX8 inh HTS
16	·	·	-23	-6
17	0	-4	-7	14
18	·	-1	3	-19
19	4	-8	0	2
20	2	-3	4	-12
21	-4	15	12	8
22	0	7	-11	15
23	-5	9	·	·
24	1	8	-2	21
25	4	-21	·	·
26	-4	·	·	·
27	-6	-3	·	12
28	-3	-8	-8	14
29	0	2	-4	-7
30	·	8	14	-21

Additional results follow.
nr	mol	LGR2 antag	Cneo AK release	ARNT-TACC3 inh	Statin myotox sup
31	COc1ccc(N(CCC#N)C(=O)/C(C#N)=C\c2cccs2)cc1	20	·	-9	·
32	CCCOc1ccc(C(=O)Nc2cc(S(=O)(=O)N3CCOCC3)ccc2N2CCOCC2)cc1	-6	0	-6	7
33	COc1cc([N+](=O)[O-])ccc1NC(=S)Nc1cccc(C(=O)O)c1	-25	1	1	·
34	COc1ccc(/C=N/NC(=O)C[n+]2ccccc2)c(OC)c1	8	·	-5	·
35	CCn1c(COc2ccc(Cl)c(C)c2)nnc1SCC(=O)N1CCCC1	10	1	-7	11
36	COCCNC(=O)c1ccc2c(=O)n(Cc3ccco3)c(SCC(=O)Nc3ccc(OC)cc3OC)nc2c1	4	0	-2	5
37	Cn1c(CC(=O)c2ccc(Br)cc2)[n+](C)c2ccccc21	16	·	1	·
38	COc1ccc(C(=O)N2CCN(C(=O)c3ccco3)CC2)cc1	·	-2	-5	8
39	C[C@H]1CN([C@@H](C)CO)C(=O)c2ccccc2-c2ccccc2CO[C@H]1CN(C)C(=O)[C@H]1CCCN1C	17	44	-3	·
40	COCCNc1nc2cc(-c3ccccc3C)sc2c(=O)n1C	-9	-12	·	13
41	CC(=O)N(C)C[C@H]1Oc2ncc(C#CCc3ccccc3)cc2C(=O)N([C@H](C)CO)C[C@H]1C	3	-5	11	1
42	CC(C)CCN1CCC(CN2C(=O)C(=O)NC[C@@H]2Cc2ccccc2)CC1	-28	1	-1	7
43	C=CCn1c(C)nc2c(cnn2-c2ccccc2)c1=O	-14	4	-4	-1
44	C[C@@H]1CN([C@@H](C)CO)C(=O)c2cc(NC(=O)Cc3ccccc3)ccc2O[C@@H](C)CCCCO[C@H]1CN(C)C(=O)Nc1cccc2ccccc12	-10	47	1	-7
45	CC1=C(C(=O)Nc2ccc(C(=O)NCCC(C)C)cc2)SCCO1	6	0	-9	-16

nr	PglD DTNB	PGC1a acetyl inh	INS-1E GSIS act	PAX8 inh HTS
31	·	·	9	-9
32	-8	6	-4	-3
33	-11	·	0	36
34	·	9	1	9
35	4	-12	-19	-6
36	3	-16	2	9
37	·	·	1	22
38	5	-9	·	·
39	0	0	6	13
40	0	11	·	0
41	0	-6	-9	·
42	0	9	-1	6
43	1	13	17	18
44	0	-29	2	1
45	-5	-8	-1	-5

The listing continues:
nr	mol	LGR2 antag	Cneo AK release	ARNT-TACC3 inh	Statin myotox sup
46	O=C(CSc1nc(-c2ccccc2)nn1C(=O)c1ccccc1)Nc1cccc([N+](=O)[O-])c1	·	0	6	-4
47	CN(C)NC(=S)Nc1ccc2nc(-c3ccccn3)c(-c3ccccn3)nc2c1	·	-3	73*	-1
48	C[C@H]1CN([C@@H](C)CO)C(=O)Cc2cc(NC(=O)CCCCCC(=O)Nc3ccccc3N)ccc2O[C@H]1CN(C)S(=O)(=O)c1ccc(Cl)cc1	2	·	·	-12
49	COc1ccc(Nc2ccc(Cl)nn2)cc1	13	-3	-6	4
50	COCCN(C(=O)COC(=O)CSc1ccccc1)c1c(N)n(Cc2ccccc2)c(=O)[nH]c1=O	-7	·	3	·
51	O=C(N[C@H]1CC[C@H](CCn2cc(C3(O)CCCC3)nn2)O[C@H]1CO)C1CCC1	15	-1	-5	3
52	COc1ccc(N(CC(=O)Nc2ccc(S(=O)(=O)N3CCCCC3)cc2)S(C)(=O)=O)cc1OC	·	0	-11	12
53	COc1ccccc1NC(=O)CCc1nnc2ccc(N3CCCCC3)nn12	-5	-2	6	18
54	Clc1cc(NCc2cccs2)ccc1N1CCOCC1	·	-1	3	·
55	COc1cccc(C#Cc2cnc3c(c2)C(=O)N([C@H](C)CO)C[C@@H](C)[C@@H](CN(C)C(=O)C2CCC2)O3)c1	-2	·	·	·
56	Cn1cccc1/C=N/n1c(-c2ccccc2)n[nH]c1=S	·	2	35	13
57	Cc1cc(C)n(-c2cc(N3CCN(S(=O)(=O)c4ccc(C)c(C)c4)CC3)ccc2[N+](=O)[O-])n1	·	0	-3	5
58	CC(C)(C)c1nnc(NS(C)(=O)=O)s1	·	-6	-4	1
59	CCC(=O)N(C)C[C@H]1Oc2cc(/C=C/c3ccccc3)ccc2S(=O)(=O)N([C@H](C)CO)C[C@@H]1C	0	-6	28	-10
60	O=c1c(-c2ccccc2)cnc2n1CCS2	·	·	1	·

nr	PglD DTNB	PGC1a acetyl inh	INS-1E GSIS act	PAX8 inh HTS
46	0	-12	·	10
47	2	0	·	·
48	·	-1	14	8
49	-3	-3	-2	-23
50	·	13	11	-1
51	-1	14	9	3
52	-4	2	·	6
53	3	4	33	-1
54	4	1	-10	-43
55	·	-13	-5	-21
56	-11	-10	·	·
57	-4	-66	·	·
58	1	1	·	·
59	2	-6	-26	·
60	·	19	2	-32

(continued)
nr	mol	LGR2 antag	Cneo AK release	ARNT-TACC3 inh	Statin myotox sup
61	COC(=O)[C@@]12CCCN1[C@H](c1ccc(-c3ccc4c(c3)OCO4)c(OC)c1)[C@H]1C(=O)N(C)C(=O)[C@H]12	7	1	3	-2
62	CC(SCc1ccccc1)C(=O)Nc1ccc(F)cc1 (stereo unspecified)	-4	1	3	2
63	N#CCCn1cc(C(=O)O)c(-c2cccs2)n1	15	·	-2	·
64	CC(=O)c1cc(C#N)c(Oc2cccc(C(F)(F)F)c2)nc1C	·	7	3	6

nr	PglD DTNB	PGC1a acetyl inh	INS-1E GSIS act	PAX8 inh HTS
61	-3	·	10	-20
62	-2	-7	-20	6
63	·	·	-1	-8
64	9	-11	·	·

Compound activity: PubChem, Broad Institute
